Screens as filed in PubChem.
APP 5'UTR act: APP 5'UTR luciferase reporter activation; SH-SY5Y APP 5'UTR luciferase reporter, luminescence; zero percent = DMSO vehicle wells; activation, % at 2 µM; 190,000 compounds, 1% hits; AID 1276;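 active means activation above a set limit, based on mean plus 3 SD of controls, cut at about 140% in these data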; further: values of inactives mirror those of a sister screen read the other way
FLuc inhib CS: Photinus pyralis luciferase inhibition counter-screen; AID 1006; P08659; 200,000 compounds, 1.5% hits; ATPLite firefly luciferase biochemical luminescence, 10 min; inhibition, % at 10 µM;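 active means inhibition above about 50% when tested at 10 µM, limit read from the data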
Target sequence (P08659 whole entry, looked up): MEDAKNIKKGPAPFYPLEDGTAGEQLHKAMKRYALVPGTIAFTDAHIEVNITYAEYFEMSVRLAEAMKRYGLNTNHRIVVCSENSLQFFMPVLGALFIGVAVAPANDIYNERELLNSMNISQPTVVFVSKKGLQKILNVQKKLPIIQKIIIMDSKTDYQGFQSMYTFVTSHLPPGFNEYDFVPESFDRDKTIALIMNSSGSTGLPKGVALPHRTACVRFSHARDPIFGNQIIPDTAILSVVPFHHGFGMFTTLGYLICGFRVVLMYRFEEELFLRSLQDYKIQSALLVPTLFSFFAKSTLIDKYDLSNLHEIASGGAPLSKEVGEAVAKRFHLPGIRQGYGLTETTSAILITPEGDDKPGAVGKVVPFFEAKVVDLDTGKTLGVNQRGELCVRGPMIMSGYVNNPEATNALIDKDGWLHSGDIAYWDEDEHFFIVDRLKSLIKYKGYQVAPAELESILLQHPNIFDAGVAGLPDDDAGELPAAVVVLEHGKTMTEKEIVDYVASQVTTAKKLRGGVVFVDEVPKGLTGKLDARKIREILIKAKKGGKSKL
APP transl inh: APP translation inhibition; SH-SY5Y APP 5'UTR-luciferase reporter, luminescence; inhibition, % at 2 µM; 190,000 compounds, 0.82% hits;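 active means inhibition above a set limit, derived from the sample mean plus 3 SD, cut at about 45% in these data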; further: values of inactives mirror those of a sister screen read the other way
STAT1 inh: STAT1 signaling inhibition. NIH 3T3 STAT1-luciferase reporter, IFN-gamma, luminescence. inhibition, % at 5.5 µM. 200,000 compounds, 0.35% hits;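 active means inhibition above a set limit, the mean inhibition across all tested compounds plus 3 SD, cut at about 34% in these data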;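 further: 0% = IFN-gamma with DMSO and 100% = IFN-gamma with 300 µM nifuroxazide; values of inactives mirror those of a sister screen read the other way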
STAT3 blocker: STAT3 signaling inhibition. U3A cells, IL-6 STAT3-luciferase reporter, luminescence; host cell line lacks STAT1. inhibition, % at 5.5 µM. 190,000 compounds, 0.89% hits. AID 862;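 active means inhibition above the mean inhibition across all screened compounds plus 3 SD, cut at about 44% in these data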;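 further: 0% = DMSO only wells and 100% = 100 µM nifuroxazide control wells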
STAT1 activator: increases IFN-gamma driven STAT1 reporter signal; NIH 3T3 STAT1-luciferase reporter, luminescence; 100% = IFN-gamma alone, no compound; activation (% of control), % at 5.5 µM; 200,000 compounds, 2.6% hits; AID 932;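 active means activation above the screen-wide mean activation plus 3 SD, cut at about 130% in these data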;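 further: raw ratio to IFN-gamma control signal so 100% means no change and 0% no light; values of inactives mirror those of a sister screen read the other way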
STAT3 activator: activators of IL-6 induced STAT3 signaling. U3A cells, IL-6 STAT3-luciferase reporter, luminescence; 100% = signal with IL-6 EC80 alone. activation (% of control), % at 5.6 µM. 190,000 compounds, 0.91% hits. AID 871;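 active means activation above the screen-wide mean of compound activation plus 3 SD, cut at about 130% in these data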;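 further: 0% = background luminescence of wells with medium and substrate only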
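Material: STAT1-lacking human U3A cells, STAT3 luciferase reporter | Benchmarks: IL-6-only wells as 100% reference | Probe or stimulus: IL-6 (33 ng/mL) | Timing: Compound 1 h, then IL-6 6 h at 37 °C | Detection: Luminescence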
NF-kB neuron act: raises NF-kB expression in human neuronal cells. NF-kB reporter expression; hits give high values. AID 1239. 190,000 compounds, 1.6% hits. fold change at 12.5 µM; in the data active means fold change above about 3.3
Hsp70 activator: transcriptional activators of Hsp70 | HeLa Hsp70 promoter luciferase reporter, luminescence; scaled: vehicle 0, proteasome-inhibitor control 100% | activation, % at 10 µM | 200,000 compounds, 0.04% hits;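 active means activation above the mean across all tested compounds plus 3 SD, cutoff set per campaign, cut at about 5.5% in these data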;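 further: 100% = MG132 at 30 µM as the positive control and 0% = DMSO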
RAM inhibit: yeast RAM network inhibition. S. cerevisiae dse1pr::URA3 reporter, 5-FOA growth OD615, 2 d; analog-sensitive cbk1-as2 kinase mutant strain. 190,000 compounds, 1.8% hits. inhibition, % at 50 µM;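 active means inhibition above a set limit, 3 SD over mean compound inhibition, cut at about 8.4% in these data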;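 further: 0% = DMSO-only wells with no growth and 100% = 10 µM 1-NA-PP1 full growth; inhibition rescues growth on 5-FOA so higher OD means more RAM inhibition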
Starred values were filed as active, the others as inactive; / = no result given.

Sample of the layout (three entries):
nr	smiles	APP 5'UTR act	FLuc inhib CS	APP transl inh	STAT1 inh	STAT3 blocker	STAT1 activator	STAT3 activator	NF-kB neuron act	Hsp70 activator	RAM inhibit
1	O=C(COC(=O)c1ccc2[nH]c3c(c2c1)CCCC3)NC1CCS(=O)(=O)C1 (stereo not drawn)	2	2	-2	-2	26	102	82	0.96	-0.4	1.8
2	Cc1ccc(Nc2nc(N)nc(-c3oc4ccccc4c3C)n2)cc1	-92	-6	92*	-61	-54	156*	154*	/	1.8	4.2
3	Clc1ccc(-c2nc(Cc3ccccc3Cl)no2)cc1	18	-1	-18	-5	-2	104	103	2	0.8	5.9

The listing, from the start:
nr	smiles	APP 5'UTR act	FLuc inhib CS	APP transl inh	STAT1 inh	STAT3 blocker	STAT1 activator	STAT3 activator	NF-kB neuron act	Hsp70 activator	RAM inhibit
1	O=C(COC(=O)c1ccc2[nH]c3c(c2c1)CCCC3)NC1CCS(=O)(=O)C1 (stereo not drawn)	2	2	-2	-2	26	102	82	0.96	-0.4	1.8
2	Cc1ccc(Nc2nc(N)nc(-c3oc4ccccc4c3C)n2)cc1	-92	-6	92*	-61	-54	156*	154*	/	1.8	4.2
3	Clc1ccc(-c2nc(Cc3ccccc3Cl)no2)cc1	18	-1	-18	-5	-2	104	103	2	0.8	5.9
4	FC(F)Sc1ccc(N=C2NN=C(c3ccc4c(c3)OCCO4)CS2)cc1	51	-6	-51	1	6	100	98	0.63	-0.4	4.0
5	CN(C)C(=O)c1ccccc1-c1ccccc1	12	-4	-12	-2	6	102	96	1	-0.3	2.3
6	O=C(COC(=O)C1Cc2ccccc2CN1C(=O)c1ccccc1)Nc1ccc(SC(F)F)cc1 (stereo not drawn)	0	-3	0	-12	-16	111	109	1.1	-0.5	4.2
7	Cc1cccn2c(CN(C)C3CCOC3)c(C(=O)N3CCCCC3)nc12 (stereo not drawn)	14	1	-14	-1	-2	101	107	0.94	-0.1	0.0
8	CCOC(=O)CN1N=C(/C=C/c2ccc(OC)cc2)CCC1=O	7	-1	-7	-13	3	112	106	1.2	0.0	0.1
9	CC1Cc2ccccc2N1c1ncnc(N)c1[N+](=O)[O-] (stereo not drawn)	-48	-1	48*	1	15	97	92	0.76	-0.3	1.4
10	Cc1cc(C(=O)Nc2ccccc2C(=O)N2CCCCC2)ccc1[N+](=O)[O-]	-1	-7	1	-6	16	104	93	0.97	0.1	0.4
11	CCCCCn1c(CN2CCN(Cc3ccccc3)CC2)nc2c1c(=O)[nH]c(=O)n2C	11	-13	-12	-4	-6	104	108	0.96	0.1	-0.3
12	Cc1ccc(NC(=O)CC2S/C(=N/N=C/c3c[nH]c4ccccc34)NC2=O)cc1 (stereo not drawn)	19	-3	-19	-16	-19	114	120	1	-0.1	8.2
13	Nc1nc(-c2ccc3c(c2)NC(=O)CO3)cs1	5	2	-6	-8	10	107	96	1.2	0.0	3.4
14	CC(Sc1nnc(Cc2cccs2)n1C1CCCCC1)C(N)=O (stereo not drawn)	-4	-4	4	-5	4	104	99	1.1	-0.6	0.5
15	Cc1ccc(OCCSc2nc(NC(C)C)nc(NC(C)C)n2)cc1	0	-3	0	0	6	100	98	1.4	-0.4	1.3
16	CC(=O)N1N=C(c2ccc(Br)cc2)CC1c1cn(C)c2ccccc12 (stereo not drawn)	31	-6	-31	12	-9	89	108	0.73	-0.3	5.1
17	COc1ccc(-c2nc3ccccc3c(=O)n2CCOc2ccc(C)cc2C)cc1	8	-4	-8	7	-5	93	103	1.1	0.1	15*
18	O=C(CSc1nnc(COc2ccc(Br)cc2)o1)N1CCOCC1	28	-4	-28	4	10	95	95	1.1	-0.2	0.2
19	COc1ccccc1C(=O)NCCc1nc2ccccc2[nH]1	2	-6	-2	-7	23	106	83	1.5	-0.4	1.1
20	C[C@@H](C(=O)Nc1ccc2ccccc2c1)[C@H]1C[C@]1(C)[C@H](NS(=O)(=O)c1ccc(-c2ccccc2)cc1)c1ccccc1	19	-3	-19	1	-11	99	107	1.1	-0.5	2.3
21	CN1CCN(CCNC(=O)Nc2ccc([N+](=O)[O-])cc2)CC1	7	-5	-7	1	10	99	92	1.2	0.0	0.5
22	CCN(C(=O)CSc1ncccc1C(=O)O)C1CCCCC1	-1	-3	1	0	4	100	97	1.1	0.0	0.1
23	CC1CCCN(C(=O)COc2ccc(Nc3ccccc3)cc2)C1 (stereo not drawn)	8	-7	-8	4	10	96	93	1.2	-0.1	2.3
24	CCN(CC)S(=O)(=O)c1ccc2oc(C(=O)NC(C)C)c(C)c2c1	61	-5	-30	3	4	96	102	0.76	-0.3	-0.1
25	CC(C)NC(=O)COc1nncc2ccccc12	19	-5	-19	-2	1	100	100	1.1	-0.3	1.3
26	CSc1nc2nccc(/C=C\c3ccccc3)n2n1	-10	-4	10	20	2	82	100	2	1.5	1.6
27	COc1cccc(OCc2ccc(C(=O)NCC3CCCO3)cc2)c1 (stereo not drawn)	10	-4	-10	2	26	98	80	0.99	-0.1	-0.7
28	COc1ccc(CCNC(=O)c2ccc(CSc3ccccc3)o2)cc1	-20	-2	20	0	0	100	105	1.2	-0.3	2.9
29	COc1ccccc1N(C(=O)c1snc(C(N)=O)c1N)C(C(=O)NCCC(C)C)c1ccco1 (stereo not drawn)	15	-10	-15	-5	-1	105	104	0.92	-0.2	1.6
30	Clc1cccc2sc(-c3nnc(-c4ccccc4)o3)c(Cl)c12	4	/	-4	12	-19	89	119	/	-0.4	/

Fetched by structure from the entries so far, two records:
nr	smiles	APP 5'UTR act	FLuc inhib CS	APP transl inh	STAT1 inh	STAT3 blocker	STAT1 activator	STAT3 activator	NF-kB neuron act	Hsp70 activator	RAM inhibit
25	CC(C)NC(=O)COc1nncc2ccccc12	19	-5	-19	-2	1	100	100	1.1	-0.3	1.3
12	Cc1ccc(NC(=O)CC2S/C(=N/N=C/c3c[nH]c4ccccc34)NC2=O)cc1 (stereo not drawn)	19	-3	-19	-16	-19	114	120	1	-0.1	8.2

Further records:
nr	smiles	APP 5'UTR act	FLuc inhib CS	APP transl inh	STAT1 inh	STAT3 blocker	STAT1 activator	STAT3 activator	NF-kB neuron act	Hsp70 activator	RAM inhibit
31	Cn1c(SCc2nc3ccccc3s2)nnc1-c1cccs1	15	-4	-15	-3	-23	102	123	1	1.1	0.7
32	Brc1ccc(OCc2nc(-c3ccccn3)n[nH]2)cc1	-4	6	4	-3	8	103	98	1.5	-0.1	2.4
33	CSc1ncccc1C(=O)OCC(=O)NCc1ccc2c(c1)OCO2	-15	-8	15	-5	4	103	98	1.1	-0.1	4.9
34	COc1ccc(C(=O)NCCSCc2ccc(C)cc2)cc1	6	-9	-6	-6	6	105	96	0.94	-0.4	0.9
35	CCC(C)(C(=O)NC1CCCCC1)N(C(=O)CC1NC(=O)NC1=O)c1c(C)n(C)n(-c2ccccc2)c1=O (stereo not drawn)	-4	-6	4	-1	-4	101	108	1.1	-0.1	1.1
36	Cc1ccc2nc(SCCC#N)nc(C)c2c1	1	-1	-1	1	21	100	85	1.4	0.1	-0.3
37	CCOc1ccc(-c2nn(-c3ccccc3)cc2/C=C2\SC(=S)N(C3CCS(=O)(=O)C3)C2=O)cc1 (stereo not drawn)	22	-8	-22	8	7	93	99	0.97	0.3	9.3*
38	CCN(CC(O)COc1ccc(OCC(O)CN(CC)C2CCCCC2)cc1)C1CCCCC1 (stereo not drawn)	5	/	-5	5	8	93	96	0.88	-0.2	0.2
39	COC(=O)c1ccccc1NC(=O)c1ccccc1NS(C)(=O)=O	-2	-5	2	-7	3	106	100	0.96	-0.3	1.5
40	COc1ccc(C(=O)NC2CCN(C(=S)Nc3ccc(C)c(C)c3)CC2)cc1	-6	-7	6	-6	-2	108	100	0.97	-0.2	4.0
41	CCOC(=O)C1C(=O)OC2(CCCCC2)C1C(=O)OCC (stereo not drawn)	-4	-4	4	0	8	100	99	1	-0.1	0.5
42	CCCOc1ccc(C(=O)OCC(=O)c2c(N)n(C)c(=O)n(C)c2=O)cc1OC	-12	-3	12	2	1	98	106	1	0.1	0.8
43	CCOc1ccc(S(=O)(=O)n2c(C)nc3ccccc32)cc1	8	-6	-8	4	14	97	93	1.1	0.3	0.7
44	CC1=C(C(=O)OCc2ccccc2)C(c2ccc3ccccc3c2)NC(=O)N1CCCCCC(=O)O (stereo not drawn)	9	-9	-9	3	0	97	97	1.1	-0.2	6.7
45	Cn1c(SCc2cnc(-c3ccccc3)s2)nnc1C1COc2ccccc2O1 (stereo not drawn)	-8	-4	8	-6	-4	105	107	1.2	-0.3	3.7
46	COc1ccc(/C(O)=C/Sc2nnc(Cc3ccccc3)o2)cc1	3	-7	-4	-6	2	106	97	1.5	-0.2	2.3
47	C=CCn1c(NC(=O)c2ccccc2Cl)c(C#N)c2nc3ccccc3nc21	4	-2	-4	4	13	96	94	0.8	-0.1	3.2
48	Cc1ccc(-c2nnc(SCC(=O)N3CCOCC3)nc2-c2ccc(C)cc2)cc1	-2	0	2	2	4	98	100	0.96	-0.2	-1.0
49	c1cc(-c2noc(-c3ccc4c(c3)OCO4)n2)ccn1	25	/	-25	-18	18	117	89	/	0.1	/

Three structures already listed, sorted by length of the SMILES, lowest first:
nr	smiles	APP 5'UTR act	FLuc inhib CS	APP transl inh	STAT1 inh	STAT3 blocker	STAT1 activator	STAT3 activator	NF-kB neuron act	Hsp70 activator	RAM inhibit
25	CC(C)NC(=O)COc1nncc2ccccc12	19	-5	-19	-2	1	100	100	1.1	-0.3	1.3
19	COc1ccccc1C(=O)NCCc1nc2ccccc2[nH]1	2	-6	-2	-7	23	106	83	1.5	-0.4	1.1
7	Cc1cccn2c(CN(C)C3CCOC3)c(C(=O)N3CCCCC3)nc12 (stereo not drawn)	14	1	-14	-1	-2	101	107	0.94	-0.1	0.0
